PERK inhibitor = inhibitors of human PERK kinase; inhibition, % at 5.6 µM; CHO PERK-DD fusion, SEAP luminescence translation reporter; 220,000 compounds, 0.17% hits; AID 1416; Q9NZJ5;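 active means inhibition above the mean inhibition of all tested compounds plus 3 SD, set separately per screening campaign, cut at about 2.9% in these data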;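 further: PERK kinase domain activated by AP20187 dimerizer at 100 nM; 0% = DMSO with dimerizer and 100% = rapamycin at 8.4 µM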
Target sequence (Q9NZJ5 whole entry, looked up, the tested form may be a part): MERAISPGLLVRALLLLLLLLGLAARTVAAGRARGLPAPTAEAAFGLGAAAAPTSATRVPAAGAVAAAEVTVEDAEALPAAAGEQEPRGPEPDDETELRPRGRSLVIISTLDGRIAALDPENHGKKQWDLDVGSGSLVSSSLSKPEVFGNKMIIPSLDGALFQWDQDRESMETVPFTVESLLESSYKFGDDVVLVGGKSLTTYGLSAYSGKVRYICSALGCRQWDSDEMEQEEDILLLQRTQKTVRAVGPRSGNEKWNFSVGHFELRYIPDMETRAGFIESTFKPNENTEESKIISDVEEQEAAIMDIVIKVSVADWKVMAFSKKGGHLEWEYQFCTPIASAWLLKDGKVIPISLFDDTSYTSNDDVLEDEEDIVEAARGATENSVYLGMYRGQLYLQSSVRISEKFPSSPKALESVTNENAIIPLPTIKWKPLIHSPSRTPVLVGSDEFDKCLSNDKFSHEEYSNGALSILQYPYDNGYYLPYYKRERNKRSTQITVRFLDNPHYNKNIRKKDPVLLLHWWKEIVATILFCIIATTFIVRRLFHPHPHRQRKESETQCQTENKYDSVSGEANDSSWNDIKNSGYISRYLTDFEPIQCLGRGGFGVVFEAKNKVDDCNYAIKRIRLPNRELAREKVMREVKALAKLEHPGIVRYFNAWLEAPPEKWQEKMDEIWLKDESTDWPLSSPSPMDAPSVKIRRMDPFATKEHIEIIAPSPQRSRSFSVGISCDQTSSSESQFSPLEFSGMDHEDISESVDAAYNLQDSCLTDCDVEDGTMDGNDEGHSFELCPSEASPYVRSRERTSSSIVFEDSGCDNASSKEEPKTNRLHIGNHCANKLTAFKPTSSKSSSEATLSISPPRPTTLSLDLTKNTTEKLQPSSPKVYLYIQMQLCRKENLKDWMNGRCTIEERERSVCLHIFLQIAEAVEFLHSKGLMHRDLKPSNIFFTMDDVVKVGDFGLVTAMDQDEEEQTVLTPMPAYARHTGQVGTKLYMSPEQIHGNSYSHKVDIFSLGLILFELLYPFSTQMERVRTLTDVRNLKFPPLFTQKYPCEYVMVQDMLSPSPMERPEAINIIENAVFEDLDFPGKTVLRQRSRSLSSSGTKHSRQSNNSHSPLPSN
S1P4 agonist = human S1P4 receptor agonism; S1P4-expressing cell line, agonist reporter assay; activation, % at 4.98 µM; 220,000 compounds, 0.35% hits; in the data active means activation above about 11%;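 further: 0% = DMSO vehicle and 100% = reference agonist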
TRPN1 ag = agonists of zebrafish TRPN1 channel | HEK293 zebrafish TRPN1-YFP, Fluo-8 calcium fluorescence; 100% = response to 87 µM carbachol | activation, % at 3 µM | 220,000 compounds, 0.18% hits;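 active means activation above its plate's cutoff, the mean activation of test wells on that plate plus 3 SD, cut at about 19% in these data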;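 further: 0% = DMSO alone and 100% = 87 µM carbachol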
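System: zebrafish TRPN1-YFP in HEK293 cells / Dosing: 3 µM single point / Timing: dye loading 1 h at 37 °C, then 30 min room temperature / Signal: Fluo-8 calcium fluorescence, excitation 470-495 nm, emission 515-575 nm / Read-out basis: percent activation from peak over basal fluorescence ratio, control-normalized / Control set: high carbachol 87 µM, low DMSO alone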
S1P4 antagonist = antagonists of human S1P4 receptor; O95977; S1P4-expressing cells, antagonist mode, reporter read-out; inhibition, % at 4.98 µM; 220,000 compounds, 0.26% hits; AID 1510; in the data active means inhibition above about 29%;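 further: 0% = wells stimulated with agonist and 100% = vehicle wells without agonist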
BaF3 tox = counter-screen for JAK2V617F inhibitors: parental Ba/F3 viability inhibitors | CellTiter-Glo ATP luminescence | inhibition, % at 5.6 µM | 220,000 compounds, 1.1% hits;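 active means inhibition above a per-campaign cutoff, the mean inhibition of all tested compounds plus 3 SD, cut at about 27% in these data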;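 further: 0% = DMSO wells and 100% = JAK Inhibitor I control wells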
TRPML3 ag = activates the human TRPML3 channel. HEK293 TRPML3-YFP, Fluo-8 calcium fluorescence; 100% = the carbachol control signal. activation, % at 3 µM. 220,000 compounds, 0.29% hits. AID 1448;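 active means activation above its plate's cutoff, the mean activation of the plate's test wells plus 3 SD, cut at about 12% in these data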;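 further: 0% = DMSO only wells and 100% = carbachol wells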
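Test system – HEK293 line with stable expression of human TRPML3-YFP channel · Control set – carbachol 87 µM final as high control (100%), DMSO as low control (0%) · Signal – Fluo-8 calcium dye fluorescence, ex 470-495, em 515-575 nm · Incubation – 1-h 37 °C dye load, 5-s basal, 120-s post-compound reads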
Ba/F3 V617F tox = reduce viability of Ba/F3 cells dependent on JAK2V617F; Ba/F3 EpoR-JAK2V617F viability, ATP luminescence; inhibition, % at 5.6 µM; 220,000 compounds, 1.1% hits;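 active means inhibition above the campaign mean plus 3 SD over all tested compounds, cut at about 24% in these data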;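 further: cytokine-independent growth of Ba/F3 cells driven by EpoR plus mutant JAK2; 0% = DMSO-treated cells and 100% = JAK inhibitor I control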
Calpain2 inh = inhibitors of pig calpain II | purified calpain II, fluorogenic peptide substrate, 30 min | inhibition, % at 16 µM | 220,000 compounds, 0.37% hits | AID 1236;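 active means inhibition above about 50%, limit read from the data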
EP2 modulator = modulates human prostaglandin E2 receptor EP2 signaling. P43116. 260,000 compounds, 0.83% hits. EP2-expressing cells, cAMP HTRF FRET, PGE2 co-stimulation. induction, % at 25 µM;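 active means compounds whose cAMP rise, as percent of the full-agonist control response, exceeds 60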;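 further: rat C6 glioma line stably carrying human EP2 under a CMV promoter; the protocol text gives 20 µM as final concentration; 100% = response of wells given 1 µM PGE2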
* = called active by the depositor; x = not tested or not shown; & = joins results of further samples.

#	canonical_smiles	EP2 modulator	Ba/F3 V617F tox	PERK inhibitor	BaF3 tox	S1P4 antagonist	S1P4 agonist	Calpain2 inh	TRPN1 ag	TRPML3 ag
1	CCCCN(C)S(=O)(=O)c1ccc(C(=O)N(CCN(C)C)c2nc3ccc(C)cc3s2)cc1	-12.8	0.0	0.7	2.5	0.2	-1.1	-6.1	-0.1	0.5
2	O=C(c1ccccc1)N1N=C(c2ccccc2)CC1c1ccc2nccnc2c1 (centres undefined)	23.7	-4.2	-0.1	3.5	-13.3	-0.6	-23.1	-1.1	0.7
3	C=CCc1c(C)nc(SCCC)[nH]c1=O	1.9	-2.2	0.8	3.5	-0.2	2.1	8.6	0.6	0.6
4	O=C1OCCC1Sc1nnc(-c2ccc(O)cc2)o1 (centres undefined)	6.7	6.1	-0.1	-0.7	-21.2	-0.5	-31.8	-1.1	1.0
5	COc1ccc(CNC(=O)Cn2cnc3c(=O)n(C)c(=O)n(C)c32)cc1	9.7	-1.8	2.5	5.2	-9.9	-0.7	10.5	-0.8	0.1
6	O=C(O)/C=C/C(=O)Nc1ccc(Oc2ccc(NC(=O)/C=C/C(=O)O)cc2)cc1	15.6	-1.1	1.0	3.7	-20.5	0.1	-36.9	-0.3	0.2
7	O=C(N/N=C/c1ccc([N+](=O)[O-])s1)c1ccccc1Br	0.5	5.1	-0.2	1.7	-3.4	0.6	0.8	-0.2	0.8
8	O=c1c2ccccc2c(C=NCCCN2CCOCC2)c(O)n1Cc1ccccc1	-8.0	-0.6	0.5	5.3	-12.9	1.9	-30.2	-0.4	0.1
9	COC(=O)CSc1nnc(-c2sc3cc(OC)ccc3c2Cl)n1C	20.9	0.7	0.2	5.4	-0.1	0.2	14.0	-0.8	-1.4
10	Cc1cccc2c1CC(C)(C)N/C2=C\C(N)=O	9.7	0.2	0.5	3.5	6.9	0.5	5.4	-0.1	0.1
11	COc1ccc(CCNC(=O)Cn2nc([N+](=O)[O-])c(Br)c2C)cc1OC	11.1	1.9	-0.3	5.3	-9.3	-1.1	27.2	-0.4	-0.6
12	O=C(CN1CCc2ccccc2C1)NC1CCCC1	21.5	-1.2	1.0	-0.8	-14.0	0.0	1.9	-0.9	0.5
13	Cc1cc(C)c(C#N)c(SCc2nnc(-c3ccccc3[N+](=O)[O-])o2)n1	-77.9	0.5	-0.4	6.1	-6.6	2.3	11.5	0.7	0.5
14	c1ccc(-c2cc3n(c2)CCc2ccccc2-3)cc1	9.2	-5.0	-0.3	-1.7	-19.7	0.4	-24.5	0.9	0.2
15	Cc1c(O)ccc(/C=N/Nc2nc(-c3cccnc3)nc3ccccc23)c1O	-41.5	-0.3	1.1	2.5	4.7	-1.6	-20.7	-0.5	-0.9
16	O=C(O)CCN(CCC(=O)O)c1ccccc1	20.9	3.1	-0.1	3.5	4.6	-0.2	1.8	0.2	0.7
17	COc1ccccc1CNC(=O)C(C)Sc1ccsc1[N+](=O)[O-] (centres undefined)	-10.4	2.6	-0.3	2.1	-3.7	0.8	37.2	-0.4	-0.6
18	O=C(O)c1ccc(-c2ccccc2)[nH]c1=O	32.2	-1.0	1.9	-5.4	-7.4	1.5	-164.0	1.2	0.4
19	COc1ccccc1N=c1scc(-c2ccc3c(c2)NC(=O)CO3)n1CC1CCCO1 (centres undefined)	-33.5	-0.9	-0.9	6.1	-20.4	0.9	0.3	-0.4	0.0
20	Cc1ccc(NC(=O)C(=O)NCCN2CCN(S(=O)(=O)c3ccccc3)CC2)cc1C	-15.0	-0.3	0.3	2.2	-11.0	-0.7	37.1	0.4	0.6
21	CCC(=O)Nc1ccc(NC(=O)CN2CCCC(C)C2)c(Cl)c1 (centres undefined)	-9.8	1.8	-1.4	0.8	-11.1	3.2	-17.8	1.9	0.5
22	COC(=O)CSc1nnc(-c2ccoc2C)n1-c1ccc(C)cc1	-5.5	1.7	0.6	2.2	4.9	-0.2	1.9	-0.5	-0.3
23	COCCn1c(SCc2nc3ccccc3s2)nc2ccccc21	-6.4	0.0	-0.8	1.9	-9.5	1.5	-0.8	-0.1	-1.1
24	CCOC(=O)c1c(-c2ccccc2)csc1NC(=S)NC(=O)c1ccccc1	37.2	-2.6	1.1	0.4	-11.4	-0.8	2.7	0.3	-0.3
25	COC(=O)C1=C(C)NC(=O)NC1/C=C/c1ccccc1 (centres undefined)	6.7	-2.2	0.4	3.0	7.2	2.2	-6.6	-1.3	0.1
26	CCC(C(=O)NC(C)(C)C)N(Cc1ccco1)C(=O)Cn1nnc(-c2ccc(F)cc2)n1 (centres undefined)	8.6	-1.1	0.2	2.6	14.1	-1.0	-3.6	-0.4	0.4
27	Cc1cccc(NC(=O)c2sc(Cl)nc2C)c1C	-19.2	0.6	0.5	9.6	-17.9	-1.5	10.6	-0.7	0.6
28	O=C(Nc1cccc(F)c1)N1CCN(C/C=C/c2ccccc2)CC1	-39.0	4.4	-0.2	5.8	-9.8	-0.5	36.3	-1.0	0.3
29	COCCCN1CN(Cc2ccccc2)CNC1=S	2.8	-4.4	0.2	-3.3	-3.2	-1.7	7.8	0.3	1.4
30	COCc1nnc(NC(=O)c2ccc(S(=O)(=O)N(C)c3ccccc3)cc2)o1	2.1	-2.9	0.5	-2.3	-9.0	2.4	19.5	-1.1	0.0

Numbers 25–26, quoted:
#	canonical_smiles	EP2 modulator	Ba/F3 V617F tox	PERK inhibitor	BaF3 tox	S1P4 antagonist	S1P4 agonist	Calpain2 inh	TRPN1 ag	TRPML3 ag
25	COC(=O)C1=C(C)NC(=O)NC1/C=C/c1ccccc1 (centres undefined)	6.7	-2.2	0.4	3.0	7.2	2.2	-6.6	-1.3	0.1
26	CCC(C(=O)NC(C)(C)C)N(Cc1ccco1)C(=O)Cn1nnc(-c2ccc(F)cc2)n1 (centres undefined)	8.6	-1.1	0.2	2.6	14.1	-1.0	-3.6	-0.4	0.4

Next entries.
#	canonical_smiles	EP2 modulator	Ba/F3 V617F tox	PERK inhibitor	BaF3 tox	S1P4 antagonist	S1P4 agonist	Calpain2 inh	TRPN1 ag	TRPML3 ag
31	CN(CCO)C1=CC(=O)CC(C)(C)C1	22.2	-4.2	0.8	3.5	3.3	-0.5	-17.1	-0.3	0.4
32	CC(=O)c1c(C(C)=O)c(C)n(NC(=O)c2ccc(Cl)cc2)c1C	-5.8	-1.4	-0.1	3.2	9.5	1.9	8.0	-0.4	0.4
33	CCCN1CC=C2C(C#N)=C(N)C(C#N)(C#N)C(c3cccc(OC)c3OC)C2C1 (centres undefined)	17.6	4.0	-0.4	15.2	-7.6	5.7	-15.3	2.3	2.0
34	COc1ccc2c(c1)c(CC(=O)O)c(C)n2C(=O)c1ccc(Cl)cc1	-13.4&7.5&11.7	0.6	0.8	6.6	-28.7	1.4	2.5	-0.2	-0.2
35	CCc1c(C)nc2cc(-c3cc(OC)cc(OC)c3)nn2c1N1CCCC1	52.4	-0.5	-2.0	1.8	0.3	0.4	0.9	-3.2	-1.9
36	CCOC(=O)C1CCN(C(=O)CCCOc2ccccc2)CC1	-4.7	-2.7	0.3	-1.0	-19.3	1.4	10.6	0.8	0.1
37	O=C(COC(=O)C12CC3CC(CC(C3)C1)C2)N1CCN(S(=O)(=O)c2ccccc2)CC1	10.5	-2.5	-0.1	5.8	-0.8	3.1	16.2	0.2	-0.3
38	Clc1ccccc1OCCCCn1ccnc1	6.8	1.6	0.6	2.1	2.9	0.5	-3.3	1.7	0.4
39	COc1cc(NC(=O)N[C@@H](CCSC)C(=O)O)cc(OC)c1	10.2	2.1	-0.6	2.4	-12.9	-0.7	14.1	0.6	0.2
40	Cc1cc(C)nc(NNC2=CC(=[N+]3CCCCC3)CC(C)(C)C2)n1	2.8	2.9	-0.2	6.1	-3.0	2.3	14.8	0.1	0.4
41	COc1ccc(-c2nnc3ccc(SCC(=O)N4CCCCC4)nn23)cc1OC	-8.1	-0.5	-0.2	3.0	-4.4	0.0	-10.9	0.1	0.1
42	COc1ccc(NC(=O)C(=O)NNC(=O)C(C)Oc2ccc(Cl)cc2Cl)cc1 (centres undefined)	15.6	4.0	-0.3	2.9	-30.6	2.0	-111.7	-2.8	-0.6
43	Cn1c(CNC(=O)c2ccccc2F)nnc1SCc1nc2ccccc2c(=O)[nH]1	10.1	-1.4	0.0	1.9	0.5	2.0	-31.8	1.8	0.3
44	Cc1cc(NS(=O)(=O)c2ccc(Br)s2)no1	x	2.3	-0.9	3.2	-13.4	0.8	x	9.0	-0.3
45	N/C(=N\OC(=O)Cc1ccc(Cl)cc1)c1ccncc1	-10.2	1.5	0.2	9.7	-9.9	1.2	-11.5	-0.5	-0.4
46	O=C(Cn1nnc2ccccc21)NCc1ccccc1	6.3	-1.8	1.3	3.8	2.5	0.6	-7.8	1.3	0.8
47	O=C(CNS(=O)(=O)c1ccccc1)N/N=C/c1ccc(O)cc1	-6.0	-4.5	1.2	3.9	6.0	-0.1	8.9	1.8	1.0
48	CCN1CCN(c2cc(C)c3cc(NC(=S)N4CC(C)CC(C)C4)ccc3n2)CC1 (centres undefined)	-37.1	6.4	1.1	5.5	-12.8	-0.1	-43.3	0.9	1.5
49	O=C(c1ccc(CS(=O)(=O)c2ccc(Br)cc2)o1)N1CCN(c2ncccn2)CC1	2.4	-4.3	-0.4	1.9	-20.7	3.1	-37.0	0.7	-0.4
50	Cc1ccc(/C=N\NC(=O)c2ccc(Cn3cc(Br)c([N+](=O)[O-])n3)o2)o1	3.3	-1.8	0.1	7.7	-5.8	1.0	-27.9	-0.1	0.6
51	O=C(CSc1nnc(C2COc3ccccc3O2)o1)N1CCCC1 (centres undefined)	7.7	1.2	0.5	0.9	-21.9	1.4	19.0	-1.1	1.0
52	C=CCN(CC=C)Cc1c(O)ccc2c1oc(=O)c1ccccc12	x	-1.6	0.1	-0.8	-7.9	1.5	x	-1.1	-0.3
53	COc1ccc(CNC(=O)CN(Cc2ccc(Cl)cc2)S(C)(=O)=O)cc1	4.0	1.6	-1.3	4.0	-22.0	3.8	5.8	0.7	0.8
54	COc1ccccc1-c1cc(C(F)(F)F)nc(N2CCOCC2)n1	56.3	0.6	1.0	1.2	-6.7	1.5	14.7	-1.5	0.3
55	COCCNC(=S)Nc1cc(OC)c(NC(=O)c2ccco2)cc1OC	-38.5&28.8	-1.1	0.1	10.5	-11.4	0.7	-22.8	1.6	0.9
56	COc1cccc(C2=NOC(C(=O)Nc3cc(C)on3)C2)c1OC (centres undefined)	-7.4	-1.1	1.1	-10.5	-3.2	-1.7	-23.2	-0.6	-0.6
57	COc1ccc(Nc2nc(N)nc(CSc3nncn3C)n2)cc1	-14.3	-4.6	0.6	0.8	-11.0	-0.7	-16.8	-1.1	1.1
58	CCNC(=O)Nc1ccc(-n2nc(C)c(C(=O)OCC)c2C)nc1	-41.0	-0.2	0.1	10.9	-5.0	2.7	-7.5	0.5	0.9
59	O=C(CSc1ccc(-c2ccccc2)nn1)c1cccs1	-27.8	0.8	0.6	6.3	-14.6	1.7	45.6	0.1	1.4
60	CC(=O)c1csc(-c2ccccc2)n1	0.4	3.6	1.5	12.1	2.8	-3.0	4.7	0.8	0.8
61	CC(C)(C)n1cnnc1Sc1ccc([N+](=O)[O-])cn1	-7.2	-1.2	0.8	-7.2	6.7	-0.4	-2.1	2.1	0.6
62	Cc1nn(C)c(Oc2ccccc2)c1CCNC(=O)CCl	-3.9	4.0	0.5	4.3	0.9	0.1	25.6	0.7	-0.4

High-throughput results from PubChem BioAssay.
